AGP1-GFP MLPCN = modulators of AGP1-GFP expression in yeast TOR pathway, primary screen, cell-based, multiplex flow cytometry, S. cerevisiae, MLPCN library; 3 h; GFP as percent of DMSO wells; 320,000 compounds, 0.02% hits; GFP response vs DMSO, % at 10 µM;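 active = GFP response relative to DMSO above a set limit, near screen average plus 3 SD, cut at about 150% in these data; inconclusive = fewer than 70 cells counted for the yeast strain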;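 note: median GFP channel fluorescence of the gated AGP1 strain per well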
RPL19A TOR yeast = RPL19A-GFP expression modulators in yeast, primary screen, cell-based, S. cerevisiae, multiplex flow cytometry, MLPCN | S. cerevisiae RPL19A-GFP strain, 3 h; active compounds read low | AID 2025, 2009 | 330,000 compounds, 0.3% hits | percent response vs DMSO, % at 10 µM;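 active = percent response vs DMSO below 50%; inconclusive = fewer than 70 events counted for the yeast strain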;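 note: median channel GFP fluorescence of the barcoded RPL19A-GFP strain; ratio of sample median GFP to plate DMSO average so 100% = DMSO; lower means less RPL19A-GFP as with rapamycin TOR inhibition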
CIT2 TOR yeast = modulators of CIT2-GFP expression in yeast, primary screen, S. cerevisiae, GFP fusion, multiplex flow cytometry, MLPCN library; S. cerevisiae CIT2-GFP strain, 3 h; 100 means same as DMSO wells; GFP response vs DMSO, % at 10 µM; 320,000 compounds, 0.065% hits; AID 2029, 2009;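 active = GFP response relative to DMSO above a set limit, near the screen mean plus 3 SD, cut at about 150% in these data; inconclusive = Fewer than 70 cells measured for a yeast strain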;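 note: ratio of well median GFP fluorescence to mean of DMSO wells on the plate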
JMJD2C inh = inhibitors of GASC-1 histone demethylase, primary screen, biochemical, fluorescence, DELFIA europium. 330,000 compounds, 0.069% hits. inhibition, % at 2.35 µM. GST-JMJD2C(1-420) H3K9me3 demethylation. Lysine-specific demethylase 4C (Homo sapiens), Q9H3R0;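 active = more than half of a compound's replicate wells show inhibition beyond 50%, single wells judged on their own value; inconclusive = some, but no more than half, of replicates pass 50% inhibition; inactive = no replicate passes 50% inhibition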;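 note: signal counts dimethyl H3K9 product captured on neutravidin plate; 0% = median of DMSO wells and 100% = 0.3 times that DMSO median; strong numbers were not always called active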
Target sequence (Q9H3R0 1-420 limits assumed): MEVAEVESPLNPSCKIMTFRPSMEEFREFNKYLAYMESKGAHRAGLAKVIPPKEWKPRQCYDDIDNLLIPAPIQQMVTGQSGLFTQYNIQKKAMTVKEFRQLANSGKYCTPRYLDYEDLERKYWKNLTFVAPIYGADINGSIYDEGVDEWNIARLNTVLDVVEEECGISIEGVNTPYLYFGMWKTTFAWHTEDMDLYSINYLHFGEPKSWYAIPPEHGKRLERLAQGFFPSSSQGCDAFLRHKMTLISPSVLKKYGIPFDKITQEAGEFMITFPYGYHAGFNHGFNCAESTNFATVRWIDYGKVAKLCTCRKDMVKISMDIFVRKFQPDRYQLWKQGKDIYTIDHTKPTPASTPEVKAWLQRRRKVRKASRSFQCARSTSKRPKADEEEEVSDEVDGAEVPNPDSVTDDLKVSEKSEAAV
VLA-4 inh = inhibition in human VLA-4 binding assay, primary screen, VLA-4 allosteric modulator project, MLPCN library, flow cytometry, VLA-4 expressing cells. Integrin alpha-4 (Homo sapiens), P13612. 330,000 compounds, 0.2% hits. ligand binding flow cytometry. inhibition, % (about 7 µM as worked out from the volumes in the protocol); in the data active = inhibition above about 50%
LAP4-GFP MLPCN = modulators of LAP4-GFP expression in yeast, primary screen, S. cerevisiae, multiplex flow cytometry, MLPCN library; 3 h; median GFP as percent of DMSO wells; GFP response vs DMSO, % at 10 µM; AID 2023, 2009; 320,000 compounds, 0.34% hits;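 active = GFP response vs DMSO above a set limit, about the screen mean plus 3 SD, cut at about 150% in these data; inconclusive = under 70 cell events counted for the yeast strain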
GRK2 inh = compounds blocking aptamer binding on GRK2 – biochemical, human GRK2, bead flow cytometry, HTS, primary screen; Beta-adrenergic receptor kinase 1 (Homo sapiens), P25098; FAM-aptamer displacement from GRK2; inhibition of aptamer binding, % at 10 µM; 330,000 compounds, 0.59% hits; AID 488847, 2010;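 active = inhibition of aptamer binding above 40%, roughly 3 SD of noise, on plates passing a quality check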;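 note: median bead fluorescence of bound FAM aptamer so fluorescent compounds give negative values; no value below 0 was filed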
Target sequence (P25098 whole entry, looked up): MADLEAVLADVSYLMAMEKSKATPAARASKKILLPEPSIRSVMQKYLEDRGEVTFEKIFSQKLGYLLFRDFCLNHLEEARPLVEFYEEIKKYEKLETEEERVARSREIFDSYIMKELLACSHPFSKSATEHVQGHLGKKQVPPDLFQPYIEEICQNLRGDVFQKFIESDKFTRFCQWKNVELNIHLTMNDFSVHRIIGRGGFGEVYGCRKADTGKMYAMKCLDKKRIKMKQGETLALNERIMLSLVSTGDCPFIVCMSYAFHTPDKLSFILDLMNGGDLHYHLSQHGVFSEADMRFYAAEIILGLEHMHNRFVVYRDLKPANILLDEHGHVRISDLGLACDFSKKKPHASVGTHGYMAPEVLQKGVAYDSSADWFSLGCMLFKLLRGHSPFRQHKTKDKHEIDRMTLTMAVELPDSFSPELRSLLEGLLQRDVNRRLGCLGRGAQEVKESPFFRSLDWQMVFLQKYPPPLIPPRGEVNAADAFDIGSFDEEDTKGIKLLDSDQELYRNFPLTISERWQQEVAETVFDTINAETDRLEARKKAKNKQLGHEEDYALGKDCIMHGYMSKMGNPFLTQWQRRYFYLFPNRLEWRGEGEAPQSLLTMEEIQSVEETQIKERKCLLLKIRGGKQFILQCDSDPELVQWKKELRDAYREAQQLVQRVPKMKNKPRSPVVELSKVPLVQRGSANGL
MEP2 TOR yeast = modulators of MEP2-GFP levels in yeast, primary screen, S. cerevisiae, multiplex flow cytometry, MLPCN library; S. cerevisiae MEP2-GFP strain, 3 h; 100% = DMSO control level; GFP response vs DMSO, % at 10 µM; 330,000 compounds, 0.51% hits;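 active = GFP response versus DMSO above a set limit, roughly screen mean plus 3 SD, cut at about 180% in these data; inconclusive = fewer than 70 cells counted for a yeast strain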;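 note: median GFP fluorescence of the barcode-gated MEP2-GFP cells per well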
Starred values were filed as active, the others as inactive; ? = inconclusive; · = no result given; & = joins results of further samples; [ ] = remark or other dose. An unsorted share of the library; overall some 1.7% were active at least once.

cpd | smiles | AGP1-GFP MLPCN | JMJD2C inh | MEP2 TOR yeast | CIT2 TOR yeast | RPL19A TOR yeast | VLA-4 inh | LAP4-GFP MLPCN | GRK2 inh
1 | CC(C)CCN1CCN(Cc2cnc(N3CCCC3)s2)CC1CCO (stereo unspecified) | 99 | -2 | 107 | 109 | 94 | 1 | 107 | 1
2 | OC(CCN1CCC2(CC1)OCCO2)C(F)(F)F (stereo unspecified) | 100 | 2 | 96 | 100 | 100 | -19 | 91 | 5
3 | FC(F)(F)c1cccc(OCCOCCn2cncn2)c1 | 92 | 3 | 92 | 86 | 92 | 17 | 91 | 2
4 | COCCn1cnnc1SCC(=O)Nc1cccc(S(=O)(=O)N2CCCCCC2)c1 | 103 | 28 | 104 | 94 | 106 | -17 | 99 | 1
5 | COc1ccc2c(CC(=O)OCC(=O)NC(=O)c3cccn3C)coc2c1 | 103 | 14 | 116 | 101 | 102 | -8 | 103 | 0
6 | O=c1cc(CN2CCN(Cc3ccccc3)CC2)c2cc(O)ccc2o1 | 92 | 2 | 90 | 81 | 87 | 4 | · | 2
7 | COc1ccc(-c2nc3c(c(=O)[nH]c(=O)n3Cc3ccccc3)n2Cc2ccccc2)cc1 | 96 | -5 | 94 | 96 | 100 | 0 | 99 | 0
8 | N/C(=N\OC(=O)Nc1ccc(Cl)cc1)c1ncc(C(F)(F)F)cc1Cl | 95 | -1 | 108 | 112 | 109 | 8 | 109 | 0
9 | O=P(OC1CCS(=O)(=O)C1)(c1ccccc1)c1ccccc1 (stereo unspecified) | 114 | -3 | 101 | 112 | 110 | -5 | 101 | 2
10 | CCCCCOC(=O)C1=C(C)NC(=O)NC1c1ccc(N(C)C)cc1 (stereo unspecified) | 103 | -15 | 99 | 106 | 106 | 20 | 90 | 1
11 | COc1cc(/C=N/NC(=O)COc2ccc(C)cc2)ccc1OC(=O)c1cccs1 | 97 | 0 | 103 | 108 | 106 | -7 | 79 | 8
12 | COc1ccc(C(=O)c2cc([N+](=O)[O-])ccc2N2CCOCC2)cc1 | 91 | -9 | 93 | 93 | 91 | 31 | 89 | 6
13 | COc1cccc(N/C(C)=C/C(=O)c2ccc(Br)cc2)c1 | 94 | 15 | 96 | 89 | 97 | 20 | 95 | 0
14 | CC(C)CC(NC(=O)C(NC(=O)OC(C)(C)C)C(C)C)C(=O)NC(CCC(=O)OCc1ccccc1)C(N)=O (stereo unspecified) | 99 | 1&-4 | 105 | 103 | 99 | 12 | 102 | 1
15 | O=C(NNS(=O)(=O)c1cc(Cl)cc(Cl)c1)c1sccc1-n1cccc1 | 97 | -5 | 99 | 111 | 100 | -6 | 90 | 0
16 | Cc1cc(C)n2nnnc2n1 | 113 | 17 | 110 | 106 | 104 | 1 | 100 | 0
17 | COc1ccc2c(c1)NC(c1ccc(N(C)C)cc1)c1cccn1-2 (stereo unspecified) | 16[may fluoresce violet] | -1 | 130[may fluoresce violet] | ? | 89[may fluoresce violet] | -16 | 100[may fluoresce violet] | 2
18 | N#Cc1ccccc1OCC(=O)NCC(c1ccc(F)cc1)N1CCOCC1 (stereo unspecified) | 108 | · | 102 | 94 | 103 | -3 | 109 | 6
19 | CCC(Sc1nc(-c2ccccc2)c(C#N)c(=O)[nH]1)C(=O)Nc1nnc(C)s1 (stereo unspecified) | 98 | -3 | 99 | 103 | 101 | -7 | 97 | 0
20 | C=C(C)C1CC=C(C)/C(=N/NC(=O)c2ccc(NC(=O)CCC)cc2)C1 (stereo unspecified) | 108 | 1 | 98 | 101 | · | 3 | 97 | 3
21 | O=C(O)c1ccc(NCc2ccc(Br)cc2)cc1 | 84 | 11 | 110 | 89 | 104 | 21 | 135 | 3
22 | COc1cc(CNCC(C)C)cc(Br)c1OCC(=O)Nc1ccccc1 | 104 | -33 | 100 | 98 | 101 | -11 | 89 | 0
23 | COc1ccccc1C(=O)N/C(=C/c1cccc([N+](=O)[O-])c1)C(=O)Nc1cccc(C(=O)O)c1 | 101 | -3 | 99 | 99 | 100 | -13 | 99 | 6
24 | O=S(=O)(c1ccccc1)N(C1=NCCS1)S(=O)(=O)c1ccccc1 | 106 | 20 | 100 | 108 | 99 | 12 | 104 | 2
25 | CC(NC(=O)[C@H](NC(=O)[C@@H]1Cc2ccccc2CN1)c1ccccc1)c1ccccc1 (stereo partly specified) | 101 | -2 | 106 | 103 | 98 | -3 | 103 | 0
26 | O=c1ccc(OCCOc2ccccc2)nn1-c1ccccc1 | 88 | 5 | 99 | 86 | 102 | 7 | 89 | 0
27 | CCCn1nc2cc(C(=O)NCCCCc3ccccc3)ccc2c1OCC | 99 | -1 | 103 | 95 | 107 | 0 | 112 | 0
28 | Cc1ccc(F)cc1NC(=O)C1CCN(c2cnccn2)CC1 | 88 | · | 88 | 88 | 91 | 11 | 89 | 0
29 | O=C(Nc1cccc(Cl)c1)N1CCN(Cc2ccccc2)CC1 | 103 | 6 | 111 | 101 | 103 | 11 | 106 | 0
30 | Cc1cc(=O)n2c(C(=O)Nc3ccc(C)c(C)c3)c(C(=O)Nc3ccccc3)sc2n1 | 100 | 6 | 110 | 88 | 98 | -9 | 116 | 0

Rewritten in transposed form: entries from further up
(14) CC(C)CC(NC(=O)C(NC(=O)OC(C)(C)C)C(C)C)C(=O)NC(CCC(=O)OCc1ccccc1)C(N)=O (stereo unspecified)
(15) O=C(NNS(=O)(=O)c1cc(Cl)cc(Cl)c1)c1sccc1-n1cccc1
(16) Cc1cc(C)n2nnnc2n1
(17) COc1ccc2c(c1)NC(c1ccc(N(C)C)cc1)c1cccn1-2 (stereo unspecified)
(18) N#Cc1ccccc1OCC(=O)NCC(c1ccc(F)cc1)N1CCOCC1 (stereo unspecified)
(19) CCC(Sc1nc(-c2ccccc2)c(C#N)c(=O)[nH]1)C(=O)Nc1nnc(C)s1 (stereo unspecified)
(20) C=C(C)C1CC=C(C)/C(=N/NC(=O)c2ccc(NC(=O)CCC)cc2)C1 (stereo unspecified)
(21) O=C(O)c1ccc(NCc2ccc(Br)cc2)cc1
(22) COc1cc(CNCC(C)C)cc(Br)c1OCC(=O)Nc1ccccc1
(23) COc1ccccc1C(=O)N/C(=C/c1cccc([N+](=O)[O-])c1)C(=O)Nc1cccc(C(=O)O)c1
(24) O=S(=O)(c1ccccc1)N(C1=NCCS1)S(=O)(=O)c1ccccc1
(25) CC(NC(=O)[C@H](NC(=O)[C@@H]1Cc2ccccc2CN1)c1ccccc1)c1ccccc1 (stereo partly specified)
Assay by compound	14	15	16	17	18	19	20	21	22	23	24	25
AGP1-GFP MLPCN	99	97	113	16[may fluoresce violet]	108	98	108	84	104	101	106	101
JMJD2C inh	1&-4	-5	17	-1	·	-3	1	11	-33	-3	20	-2
MEP2 TOR yeast	105	99	110	130[may fluoresce violet]	102	99	98	110	100	99	100	106
CIT2 TOR yeast	103	111	106	?	94	103	101	89	98	99	108	103
RPL19A TOR yeast	99	100	104	89[may fluoresce violet]	103	101	·	104	101	100	99	98
VLA-4 inh	12	-6	1	-16	-3	-7	3	21	-11	-13	12	-3
LAP4-GFP MLPCN	102	90	100	100[may fluoresce violet]	109	97	97	135	89	99	104	103
GRK2 inh	1	0	0	2	6	0	3	3	0	6	2	0

(26) O=c1ccc(OCCOc2ccccc2)nn1-c1ccccc1
(27) CCCn1nc2cc(C(=O)NCCCCc3ccccc3)ccc2c1OCC
Assay by compound	26	27
AGP1-GFP MLPCN	88	99
JMJD2C inh	5	-1
MEP2 TOR yeast	99	103
CIT2 TOR yeast	86	95
RPL19A TOR yeast	102	107
VLA-4 inh	7	0
LAP4-GFP MLPCN	89	112
GRK2 inh	0	0

Other structures follow.
cpd | smiles | AGP1-GFP MLPCN | JMJD2C inh | MEP2 TOR yeast | CIT2 TOR yeast | RPL19A TOR yeast | VLA-4 inh | LAP4-GFP MLPCN | GRK2 inh
31 | CCOC(=O)COc1cccc2c(=O)n(CC(=O)N3CCc4ccccc43)ccc12 | 91 | -18 | 94 | 83 | 90 | 28 | 92 | 1
32 | CCCCCCc1nc(C(N)=O)c2[nH]c(=O)n(-c3ccc(OC)cc3OC)c2n1 | 104 | -3 | 99 | 102 | 102 | -10 | 105 | 5
33 | Cc1cc(=O)n2c3c(cccc13)CCC2 | 114 | -8 | 105 | 104 | 107 | 9 | 103 | 3
34 | COC(=O)Nc1ccc(S(=O)(=O)NNC(=O)c2c(O)c3ccccc3[nH]c2=O)cc1 | 106 | 4 | 96 | 111 | 93 | 2 | 112 | 2
35 | Cc1cc(C)nc(NS(=O)(=O)c2ccc(NC(=O)C3COc4ccccc4O3)cc2)n1 (stereo unspecified) | 99 | -15 | 102 | 99 | 98 | 1 | 95 | 0
36 | CC12CCC(C(=O)NCc3ccc4c(c3)OCO4)(CC1=O)C2(C)C (stereo unspecified) | 96 | 2 | 119 | 118 | 103 | -4 | 109 | 0
37 | O=C(CC(CC(=O)c1ccc(Cl)cc1)c1ccccc1C(=O)O)c1ccc(Cl)cc1 | 104 | 8 | 103 | 101 | 107 | 17 | 91 | 0
38 | CC(=O)Nc1ccc(C(F)(F)F)cc1Cl | 106 | 1 | 100 | 96 | 99 | -2 | 105 | 0
39 | CCC(=O)Nc1nc(OC)cc(OC)n1 | 107 | -7 | 104 | 104 | 88 | 10 | 96 | 0
40 | Cc1ccccc1NC(=O)/C(=C\c1cccs1)NC(=O)c1ccccc1 | 103 | 0 | 102 | 98 | 100 | -4 | 104 | 3
41 | CN(C(=O)CCN1CCCO1)C1CCCN(Cc2ccccc2F)C1 (stereo unspecified) | 105 | 5 | 97 | 98 | 97 | 6 | 102 | 0
42 | CC12CCC(C(=O)N(c3ccccc3Cl)C1=O)C2(C)C (stereo unspecified) | 97 | 5 | 108 | 89 | 109 | 11 | 95 | 1
43 | Cc1[nH]n(-c2cccc(Cl)c2)c(=O)c1C=NC12CN3CN(CN(C3)C1)C2 | 99 | 7 | 101 | 100 | 100 | 19 | 100 | 2
44 | CNS(=O)(=O)c1cccc(C(=O)OCC(=O)N2CCc3ccccc3C2)c1 | 106 | 9 | 100 | 105 | 96 | -18 | 95 | 2
45 | CCOC(=O)C1=C(N)OC2=C(C(=O)CCC2)C1c1cccs1 (stereo unspecified) | 73 | 2 | 94 | 63 | 105 | 32 | 87 | 3
46 | CC(C)c1cc(C(=O)O)n[nH]1 | 96 | -3 | 97 | 94 | 96 | 23 | 98 | 1
47 | COc1ccc(CN(CC(=O)NCC2CCCO2)C(=O)CCC(=O)Nc2nccs2)cc1 (stereo unspecified) | 94 | 5 | 97 | 93 | 101 | 1 | 84 | 0
48 | O=C(/C=C/c1ccccc1[N+](=O)[O-])NCCCN1CCCC1=O | 99 | 20 | 104 | 97 | 101 | 17 | 98 | 0
49 | COc1c(F)cccc1C1=CC(=O)C[C@H](c2ccc3c(c2)OCO3)C1 | 96 | -7 | 99 | 93 | 102 | 0 | 107 | 0
50 | Clc1ccc(CN2C3=NCCCN3c3ccccc32)cc1Cl | 103 | -12 | 104 | 103 | 100 | 1 | 102 | 0
51 | COc1ccc(OC)c(/C=C/C(=O)OCC(=O)Nc2ccc3c(c2)OCCO3)c1 | 107 | 17 | 103 | 93 | 101 | 3 | 104 | 3
52 | COC(=O)/C(=C/Nc1ccc(O)cc1)[N+](=O)[O-] | 102 | 6 | 103 | 97 | 96 | 4 | 94 | 0
